Avidin bead fluor: avidin bead compound fluorescence profile. AID 1775. fluorescence (KMESF) at 10 µM. 0.38% of 220,000 active. Avidin beads, compound fluorescence 488/530 nm, flow cytometry; stronger effect = higher value; in the data active means fluorescence above about 47; further: inactives centre near 10
Pf gametocyte: P. falciparum stage V gametocyte viability inhibition. P. falciparum stage V gametocytes, ATP luminescence, 24 h. inhibition, % at 10.9 µM. 0.065% of 150,000 active;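 active means inhibition above the mean plus 3 SD of compounds within the control limits, set per campaign, cut at about 38% in these data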;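 further: 0% = DMSO wells and 100% = medium only without gametocytes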
* hit, by the source's call. This is a subset; the hit share may differ from the screen's.

canonical_smiles	Pf gametocyte	Avidin bead fluor
O=C(O)Cn1cnc2c(oc3ccccc32)c1=O	6.3	6
Cc1c(CCC(=O)O)c(=O)oc2cc3occ(-c4ccccc4)c3cc12	11.2	7
CCN1CCN(Cc2cc(=O)oc3ccc(C)cc23)CC1	-15.4	10
CCOCCCN(C(=O)Cn1nnc(-c2ccc(C)o2)n1)C(C(=O)NCC1CCCO1)c1ccc(F)cc1 (stereo not drawn)	-1.9	24
N#Cc1cnn2c(-c3cccc(C(F)(F)F)c3)ccnc12	13.8	11
CC(C)Cc1nc(Cl)c(C#N)c2c1CCC2	11.4	13
O=c1[nH]c(CSc2nc3ccccc3s2)nc2cc(Cl)ccc12	5.1	8
Cc1ccc(S(=O)(=O)Nc2ccc(Oc3cccnc3)nc2)cc1	30.7	3
CC1(c2nnc(Cc3ccccc3)o2)CC(c2ccc([N+](=O)[O-])cc2)=NO1 (stereo not drawn)	1.5	9
CCN(CC)CCCNC(=O)C(C)Sc1nc(-c2ccccc2)cc(C(F)(F)F)n1 (stereo not drawn)	7.6	8
CC(C)(C)C1CCC(OC(=O)CN2CCCCC2)CC1 (stereo not drawn)	13.8	7
NS(=O)(=O)c1ccc(NC(=O)COC(=O)c2cnc(Cl)c(Cl)c2)cc1	-2.9	8
CCC(C)(C)NC(=O)Cn1c(-c2ccc(C)cc2)noc1=O	-12.5	7
NC(=O)c1cccnc1OCC(F)(F)F	6.3	4
COC(=O)CC1(C(=O)OC)Oc2ccc(Br)cc2C(=O)N1c1cc(Cl)cc(Cl)c1 (stereo not drawn)	-29.3	2
C(=N\Nc1ccccn1)/c1c[nH]c2ccccc12	-16.3	7
Cn1c(S(=O)(=O)O)nc2ccccc21	6.5	6
S=C(Nc1ccccc1)Nc1ccccc1Br	4.7	3
CCC(=O)N(CCC1(c2ccccc2OC)CCOC(C(C)C)C1)Cc1ccco1 (stereo not drawn)	3.4	6
N/C(=N\O)c1ccc(Oc2ccccc2Cl)c([N+](=O)[O-])c1	-12.2	8
COCCN(CCOC)C(=O)C1CCCN(S(=O)(=O)c2ccc(NC(=O)OC)cc2)C1 (stereo not drawn)	-15.8	5
NNc1ccc(Cl)nn1	7.5	7
CCCNc1nc(C)cc(-c2cc(-c3ccc(Cl)cc3)on2)n1	0.8	10
CCN(CC)CCC(c1cc(OC)c(OC)c(OC)c1)c1c(OC)cc(OC)c2c(-c3ccccc3)cc(=O)oc12 (stereo not drawn)	-21.4	10
COC(=O)COc1cccc2c(=O)n(CC(=O)N3CCCCC3)ccc12	-11.1	6
Cc1ccc(S(=O)(=O)CCSc2n[nH]c(=O)n2-c2ccccc2)cc1	9.4	4
CCC(=O)Nc1ccc(N/C(N)=N/c2nc(C)cc(C)n2)cc1	0.8	7
Cc1nnsc1C(=O)NNc1ccc(Cl)cc1	-9.1	5
CCOc1ccccc1NC(=O)Nc1ccon1	-1.4	7
CC(C)C[C@H](NC(=O)c1nc[nH]c1C(=O)N[C@@H](CC(C)C)C(=O)OC(C)(C)C)C(=O)OC(C)(C)C	10.6	9
COC(=O)c1cnc(N2CCOCC2)nc1C(F)(F)F	10.9	7
Cc1cc(-c2c(C(=O)N3CCOCC3)c(C)nn2-c2ccccc2)no1	-5.3	9
COc1ccc(-n2c(/C=C3\C(=O)N(C)c4ccccc43)nc3ccccc3c2=O)cc1	16.8	25
S=C(N/N=C/c1cccs1)NC1CC2CCC1C2 (stereo not drawn)	0.2	5
CCOC(=O)C1=C(C)NC2=C(C(=O)c3ccccc32)C1c1cccc2ccccc12 (stereo not drawn)	11.6	7
O=C(CN1CCN(Cc2ccccc2)CC1)N/N=C/c1ccc(Br)s1	17.2	6
CC1=NN(c2ccccc2)C(=O)/C1=C\c1cc(C)n(-c2cccnc2)c1C	-1.8	5
CCCOc1ccc(N2C(=O)C/C(=C\c3ccccc3)C2=O)cc1	-10.4	4
COc1ccc(C(=O)NC(=S)NNC(=O)c2ccc3ccccc3n2)cc1	-12.5	6
O=c1[nH]c(CSc2ncn[nH]2)nc2ccccc12	0.5	5
Cc1nn2c(NCc3ccccn3)cc(C(C)C)nc2c1-c1ccccc1	-33.5	6
CCSc1nnc(-c2cc(Br)ccc2NC(C)=O)c(=O)[nH]1	-4.9	6
COc1ccc(OCc2nc(-c3ccc(F)c(F)c3)cs2)cc1	1.0	3
COc1ccc(C(=O)/C=C/c2ccc3c(c2)OCCO3)cc1	-7.5	6
Cc1nnc(N/N=C/c2c(O)n(-c3cccc(C(F)(F)F)c3)c(=O)c3ccccc23)[nH]c1=O	-0.6	6
Cc1c(-c2ccc(Cl)cc2)[n+](=O)c2c(n1[O-])CCCC2	16.0	13
O=C(Nc1ccc(Cl)cc1)/C(=C1\CCCN1)[N+](=O)[O-]	7.6	7
COc1ccc(S(=O)(=O)N(C)C)cc1NC(=O)CSc1nc(N)cc(N)n1	3.8	4
CCOC(=O)C1(Cc2cccc(OC)c2)CCCN(Cc2c(C)nn(C(C)C)c2C)C1 (stereo not drawn)	11.4	6
CC(C)CNC(=O)N[C@@H](CC(C)C)C(=O)O	19.7	10

The list goes on:
canonical_smiles	Pf gametocyte	Avidin bead fluor
COc1ccc(-c2c(C)oc3c(CN4CCOCC4)c(O)ccc3c2=O)cc1	-10.6	6
COc1ccc2[nH]c(=S)cc(C)c2c1	-1.3	6
CCC(C)NC(=O)N1c2ccccc2Sc2ccccc21 (stereo not drawn)	-12.2	6
O=c1c2c3c(sc2nc(N2CCNCC2)n1CCc1ccccc1)CCCCC3	3.4	8
Cn1nc(C(=O)OCC(=O)Nc2sccc2C(N)=O)c2ccccc2c1=O	-4.3	2
O=C(Nc1ccc(-c2csnn2)cc1)C(Cl)(Cl)Cl	-11.7	5
O=C(NCCCCc1ccccc1)C1CC(c2cc(C(F)(F)F)cc(C(F)(F)F)c2)=NO1 (stereo not drawn)	7.2	8
CCc1nnc2n1N=C(c1ccc([N+](=O)[O-])cc1)CS2	-18.0	7
CC1CCc2c(sc(NC(=O)c3nc4ncccn4n3)c2C#N)C1 (stereo not drawn)	-16.8	7
N#C/C(=C(/O)CCl)c1nc(-c2ccccc2)cs1	1.7	6
CCC(C)N1C(=S)SC(C)(C)C1N(O)C(=O)NC1CCCCC1 (stereo not drawn)	6.7	12
Cc1cc(C)cc(NC(=O)CCC(=O)Nc2nnc(C(F)(F)F)s2)c1	-29.6	5
COc1cccc(Nc2nc3ccc(C(=O)c4ccccc4)cc3n3cnnc23)c1	-3.2	8
NNC(=O)Cn1nc2n(c1=O)-c1ccccc1SC2	18.9	7
OC[C@H](O)[C@H](O)[C@@H](O)[C@@H](O)[C@@H]1SC(c2ccccc2)=NN1c1ccccc1	33.6	6
Cc1ccc(/C=N/Nc2cc(C)nc(N3CCOCC3)n2)cc1	13.3	5
Cc1cccc2cc(/C=N/Nc3ccc(C(=O)O)cc3)c(Cl)nc12	-5.9	6
CCOP(=O)(OCC)C(Nc1ccccc1)c1cccnc1 (stereo not drawn)	-1.3	5
CCOC(=O)c1c(CC(C)C)csc1NC(=O)c1ccccc1C(=O)O	26.3	8
Cc1ccc(SCC(=O)NC2CC3CCC(C2)N3C)cc1 (stereo not drawn)	12.3	6
Cc1ccc(NC(=O)COC(=O)Cc2ccsc2)cc1S(=O)(=O)N(C)C	-12.2	7
CS(=O)(=O)N1CCSC1c1ccc(Br)cc1 (stereo not drawn)	13.7	5
CCOP(=O)(OCC)C(Nc1cccc([N+](=O)[O-])c1)c1ccccc1 (stereo not drawn)	4.5	6
CCc1ccc(NC(=O)c2ccc3c(=O)n4c(nc3c2)CCCCC4)cc1	-21.7	5
CCC1=C(OC(=O)N(CC)CC)N2C(=O)OC(=NCc3ccccc3)[C@]2(C)[C@H]2C1=CC[C@H]1C(=O)NC(=O)[C@H]12	-2.3	7
COc1ccc(CNC(=O)c2sc(=S)n(-c3ccccc3)c2N)cc1	11.2	7
CNC(=S)N/N=C/c1ccc(-c2ccc(C(=O)O)cc2)o1	6.5	9
CC12CCC(C(=O)O)(c3nc4cc([N+](=O)[O-])ccc4nc31)C2(C)C (stereo not drawn)	6.7	5
CCCC1=NN(C(=O)Cc2ccc(OC)c(OC)c2)C(O)(C(F)(F)F)C1 (stereo not drawn)	-8.5	4
C[C@H](NC(=O)OCc1ccccc1)c1nnc([C@H](Cc2ccccc2)NC(=O)OC(C)(C)C)o1	13.8	10
CCc1ccccc1NNC(=O)c1snnc1C	10.1	6
CC(=O)N(C(C)=O)c1nc(-c2ccccc2)cn1/N=C/c1ccccc1	-10.8	8
CCOC(=O)N1CCC(N2CCCC(C(=O)c3cccc(OC)c3)C2)CC1 (stereo not drawn)	-9.2	4
Cc1cc(=O)[nH]c(-c2ccc(C(F)(F)F)cc2)n1	-1.1	2
CSc1nnc(C(C)(C)C)c(=O)n1/N=C/c1ccc(Cl)cc1	3.3	4
Oc1ccc2ccccc2c1C=NCc1ccccc1	2.7	5
Cc1cc(S(=O)(=O)Nc2c(C)nn(C)c2C)c(Cl)cc1Cl	2.3	3
CC(=O)c1sc2nsc(SCCN3CCCC3)c2c1N	-24.2	6
CC(C)c1nc(Cl)c(C#N)c2c1CCC2	-19.7	6
CCCCc1cc(=O)oc2c(C)c(OCc3nn[nH]n3)ccc12	3.3	7
CCOc1ccccc1NC(=O)NCc1ccco1	-0.8	4
O=C(N/N=C1\CCS(=O)(=O)c2ccc(F)cc21)c1ccc([N+](=O)[O-])cc1	0.8	12
Cc1nn(-c2ccccc2)c(C)c1C=O	-0.2	6
CC[N+](CC)(CC)CCCCOc1ccc2c(c1)C(=O)c1cc(OCCCC[N+](CC)(CC)CC)ccc1-2	9.8	9
CCOC(=O)C1=C(C)NC(C)=C(C(=O)OCC)C1c1ccco1	2.9	8
CC(C)Nc1ccc(Nc2ccnc3cc4ccccc4cc23)cc1	5.1	7
CNC(=O)c1ccc(-c2cc(C(F)(F)F)nn2C)s1	-10.3	6
Cc1ccc(S(=O)(=O)CCN2CCN(c3ccccn3)CC2)cc1	14.7	6
COc1cccc(OC)c1NC(=O)NC(=O)c1c(OC)c(Br)cc([N+](=O)[O-])c1OC	16.7	6
Nc1cc(-c2ccc(OC(F)(F)F)cc2)nn1-c1ccc(Cl)c(Cl)c1	1.6	3

Other records follow:
canonical_smiles	Pf gametocyte	Avidin bead fluor
CCc1ccnc(NC(=O)NS(=O)(=O)c2ccc(C)cc2)c1	14.1	9
Cc1cccc(NCc2ccccc2)c1	-0.5	6
O=C(Nc1ccccc1N1CCOCC1)c1csc2c1CCCC2	23.5	4
O=C(OCCCCOC(=O)c1ccccc1)c1ccccc1	-18.6	7
CC(C)(C)NC(=O)/C(=C/c1cccnc1)NC(=O)c1ccco1	-3.0	31
Cc1cc(SCC(=O)NC(=O)c2cccn2C)nc2ccccc12	10.8	7
Cn1nc2sc3ccccc3n2c(=O)c1=O	1.7	6
Cc1nn2c(=O)c3c4c(sc3nc2n1-c1ccccc1)COC(C)(C)C4	3.1	6
O=C(Nc1ccc(Cl)cc1)Nc1ccccc1Sc1ncc([N+](=O)[O-])s1	1.7	7
CC(C)(C)OC(=O)C(C)(C)Sc1nnc(N)s1	11.8	6

Six compounds already listed, sorted by length of the SMILES, low to high:
canonical_smiles	Pf gametocyte	Avidin bead fluor
Cc1cccc(NCc2ccccc2)c1	-0.5	6
O=C(Nc1ccccc1N1CCOCC1)c1csc2c1CCCC2	23.5	4
Cc1cc(SCC(=O)NC(=O)c2cccn2C)nc2ccccc12	10.8	7
CC(C)(C)NC(=O)/C(=C/c1cccnc1)NC(=O)c1ccco1	-3.0	31
Cc1nn2c(=O)c3c4c(sc3nc2n1-c1ccccc1)COC(C)(C)C4	3.1	6
O=C(Nc1ccc(Cl)cc1)Nc1ccccc1Sc1ncc([N+](=O)[O-])s1	1.7	7

The results go on.
canonical_smiles	Pf gametocyte	Avidin bead fluor
COc1cc2c(cc1OC)C(c1ccc(Cl)cc1)=NCC2	0.9	7
Cc1nc2ccc(NC(=O)c3cncc(Br)c3)cc2s1	10.7	8
CCCCCCc1c(O)nc(SCCN(C)C)[nH]c1=O	-12.4	4
CCOc1ccc(NC(=O)c2ccc(NC(=O)c3ccc(CN4CCOCC4)cc3)cc2)cc1	11.1	8
Cc1snnc1C(=O)NC(=S)Nc1ccccc1	-12.5	3
COCCCNC(=S)N/N=C/c1ccc(N(C)C)cc1Cl	-7.9	6
CC(C)CC(=O)NC(=S)Nc1ccc(N2CCCC2)c(Cl)c1	10.7	6
CCCCOP(=O)(OCCCC)C(O)c1ccc(N(C)C)cc1 (stereo not drawn)	-31.5	7
COc1ccc(C2/C=C\CN(C(=O)OCc3ccccc3)CC(=O)N2Cc2ccc(F)cc2)cc1 (stereo not drawn)	-43.4	8
Oc1ccc[n+](CCCCC[n+]2cccc(O)c2)c1	10.7	6
O=C(Nc1cccc(-c2nnco2)c1)c1cccs1	0.8	1
COc1ccccc1-c1c(NC(=O)c2ccco2)n(C)c2ccccc2c1=O	-5.9	7
COC(=O)c1sc2nc(CSc3ccc(Br)cc3)[nH]c(=O)c2c1C	-34.5	6
O=C(Nc1ccno1)Nc1ccc(Cl)cc1Cl	-13.4	7
CC(C)(C)C(=O)Nc1ccc(-c2csnn2)cc1	5.5	7
CC(CN1CCOCC1)OC(=O)c1ccccc1 (stereo not drawn)	12.6	6
COc1ccc(/C=N/NC(=O)c2ccco2)cc1OCc1ccccc1	18.1	6
CCOCCCn1c(=NC(=O)c2ccco2)c(C(=O)OCC)cc2c(=O)n3cccc(C)c3nc21	3.6	8
COc1ccc(N2C(=O)c3ccccc3NC2c2ccc(OC)c(Cn3cc([N+](=O)[O-])cn3)c2)cc1 (stereo not drawn)	-4.4	9

Source: PubChem BioAssay (several laboratories)
